Compound activity deposited in PubChem BioAssay by National Center for Advancing Translational Sciences (NCATS).
D1 PAM: potentiators of human D1 dopamine receptor. HEK293 TREx D1 cells, calcium flux, dopamine EC20 potentiation. potentiation, % at 10 µM. 360,000 tested, 0.036% active. P21728; in the data active = potentiation above about 30%; note: 0% is about no effect
Target sequence (P21728 whole entry, looked up): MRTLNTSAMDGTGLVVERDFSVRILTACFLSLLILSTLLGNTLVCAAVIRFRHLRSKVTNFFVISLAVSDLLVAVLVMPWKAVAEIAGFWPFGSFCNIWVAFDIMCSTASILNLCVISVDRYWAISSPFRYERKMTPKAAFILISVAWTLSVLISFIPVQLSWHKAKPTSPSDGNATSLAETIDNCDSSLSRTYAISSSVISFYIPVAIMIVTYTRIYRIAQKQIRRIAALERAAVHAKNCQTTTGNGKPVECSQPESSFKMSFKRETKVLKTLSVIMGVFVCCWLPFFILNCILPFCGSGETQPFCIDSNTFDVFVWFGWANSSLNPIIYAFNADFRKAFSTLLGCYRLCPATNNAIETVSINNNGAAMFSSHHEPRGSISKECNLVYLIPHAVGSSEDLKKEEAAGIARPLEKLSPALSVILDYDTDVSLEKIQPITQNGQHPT
D1 ag: human D1 receptor agonism; P21728; HEK293 T-REx D1 cells, calcium flux, agonist mode; activation, % at 2 µM; 360,000 tested, 1% active; in the data active = activation above about 30%; note: 0% is about no effect
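Inducible HEK293 T-REx D1 cells, force-coupled to calcium signalling, were plated at 4000 cells/well with tetracycline and held overnight at 30 C. After no-wash calcium dye loading, compound-evoked calcium rise over 180 s flagged agonists.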
RXFP1 agonist: agonists of human relaxin receptor RXFP1; Q9HBX9; HEK293T-RXFP1 cAMP TR-FRET, 30 min; response scale: percent of porcine relaxin response, buffer zero; Potency, µM (doses to about 57.5 µM), inactives show top-dose activation, actives largely listed as activators; 370,000 tested, 0.3% active; AID 2676; note: potency is the fitted concentration of half-maximal effect; % is set by controls: 0 for no effect and ±100 for the full control effect; nearly all actives have a fitted effect of over 60% in size; many of its hits are not listed in these tables
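Agonist response is measured as cAMP accumulation in an RXFP1-transfected HEK293T line under PDE4 inhibition. Values are scaled between buffer-only and 29 nM porcine relaxin, and EC50s come from standard Hill equation fits.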
LDHA inh: blocks human lactate dehydrogenase A; purified LDHA, NADH/diaphorase-resazurin fluorescence; active compounds read low; P00338; 480,000 tested, 0.15% active; activity change, % (values are at about 110 or 230 µM); in the data active = activity change below about -30%; inconclusive = mostly about -25% to -30%;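 note: plate controls were DMSO wells for no effect and wells without enzyme for full effect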
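Human LDH5 (2 nM) was incubated with 0.06 mM NADH and 0.2 mM pyruvate for 5 min at room temperature in Tris pH 7.4. Remaining NADH was coupled through diaphorase/resazurin, and resorufin fluorescence was read at 0 and 20 min.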
D2 potentiator: positively modulates the human D2 dopamine receptor allosterically; P14416; HEK293 T-REx D2, calcium flux, EC20 dopamine potentiation; potentiation, % at 10 µM; 340,000 tested, 0.34% active; AID 485347;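 active = potentiation over 3 SD above the plate norm, cut at about 30% in these data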; note: 0% is about no effect
Target sequence (P14416 whole entry, looked up): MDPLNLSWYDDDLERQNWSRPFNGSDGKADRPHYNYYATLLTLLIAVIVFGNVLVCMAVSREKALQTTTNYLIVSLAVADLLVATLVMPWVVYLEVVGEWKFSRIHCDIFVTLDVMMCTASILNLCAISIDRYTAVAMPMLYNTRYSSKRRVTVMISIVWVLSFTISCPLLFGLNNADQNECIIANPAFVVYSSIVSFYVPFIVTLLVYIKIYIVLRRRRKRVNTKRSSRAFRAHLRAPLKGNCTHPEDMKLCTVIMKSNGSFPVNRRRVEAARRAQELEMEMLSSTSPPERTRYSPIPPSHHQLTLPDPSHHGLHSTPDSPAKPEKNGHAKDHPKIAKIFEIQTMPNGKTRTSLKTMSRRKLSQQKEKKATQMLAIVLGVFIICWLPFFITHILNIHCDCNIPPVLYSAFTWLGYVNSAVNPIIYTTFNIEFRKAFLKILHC
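Tetracycline-induced Hek293 Trex D2 cells, force-coupled to calcium, loaded with no-wash calcium dye. Compound added with 180 s kinetic read for agonism, then EC20 dopamine and a further 180 s read for potentiation.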
Vif-A3G inh: Vif-A3G binding inhibition. Potency, µM (top dose mostly 46.1 µM), for the others: at the top dose activity, negative = active, most hits filed as inhibitors. AID 602310. 410,000 tested, 0.076% active. HeLa A3G-eYFP + Vif (tagged APOBEC3G with the HIV-1 protein that degrades it), YFP fluorescence, overnight. Q9HC16;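 note: potency is the fitted concentration of half-maximal effect; % is set by controls: 0 for no effect and ±100 for the full control effect; nearly all actives have a fitted effect of over 60% in size; hits raise eYFP signal because A3G escapes Vif-driven loss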
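Read-out is eYFP fluorescence (Ex 488/Em 500-530) from Vif-expressing HeLa A3G-eYFP cells; more signal means A3G escaped Vif-mediated degradation. Cells plated overnight, compound pinned in, incubated overnight at 37 deg C.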
D1 antagonist: human D1 dopamine receptor antagonism. activity change, negative = inhibition, % at 10 µM. AID 504652. 360,000 tested, 3.2% active. HEK293 TREx D1 cells, calcium flux, dopamine EC80; active compounds read low; in the data active = activity change below about -30%; note: % is set by controls: 0 for no effect and ±100 for the full control effect
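Allosteric or orthosteric antagonism assessed as attenuation of the calcium response to EC80 dopamine, added 180 s after compound, in induced HEK293 Trex D1 cells loaded with no-wash calcium dye.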
Glioma ERSR ind: ER stress response induction in glioma; U87-MG GRP78 promoter luciferase reporter, 16 h; Potency, µM, without a hit: at the highest dose activation, most hits filed as activators; 420,000 tested, 0.02% active; note: potency is the fitted concentration of half-maximal effect; series mostly up to about 76 µM; % of control where 0% means no effect; nearly all actives have a fitted effect of over 35% in size
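Stably transfected U87-MG glioma cells carrying a GRP78-based luciferase sensor; 16 h compound incubation. Luminescence end-point read 10 min after Bright-Glo addition at room temperature.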
Vif-APOBEC3F blk: inhibitors of Vif-A3F interaction; AID 602313; 390,000 tested, 0.2% active; HeLa A3F-eYFP + Vif (tagged APOBEC3F with the HIV-1 protein that degrades it), YFP fluorescence increase; Potency, µM (doses to about 46.1 µM), inactives show at the top dose activity, negative = active; note: potency is the fitted concentration of half-maximal effect; % of control where 0% means no effect; nearly all actives have a fitted effect of over 65% in size
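HeLa cells stably expressing Vif plus C-terminally eYFP-tagged A3F were seeded, incubated overnight at 37 deg C, dosed with compound, incubated overnight again at 37 deg C. Yellow fluorescence (Ex 488/Em 500-530) reported blocked Vif-mediated A3F-eYFP degradation.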
Active calls of the source: *; u = inconclusive; x = no result given; & = joins results of further samples. Unless noted, calls come from the whole dose curve; as a rule, active = well fitted curve in the direction sought with a large enough effect; inconclusive = small, poorly fitted or top-dose-only effect, or another doubt; inactive = no such curve, though single readings can be large; an effect the other way counts as inactive or inconclusive.

SMILES	D1 PAM	D1 ag	RXFP1 agonist	LDHA inh	D2 potentiator	Vif-A3G inh	D1 antagonist	Glioma ERSR ind	Vif-APOBEC3F blk
O=C(Nc1ccc(Cl)cc1C(=O)N1CCCCC1)c1ccco1	-1	-1	-1.0%	-12	3	1%	1	-2%	5%
CN(C)CCCN1CC(=O)N2[C@@H](Cc3c([nH]c4ccccc34)C2(C)C)C1=O	6	1	2.9%	-7	-10	-10%	-3	-4%	1%
CCN1C[C@@H]2[C@@H]3C(=O)N(Cc4ccccc4)C(=O)[C@@H]3[C@](C)(C1=O)N2C(=O)c1ccc(Cl)cc1	x	x	x	-2	x	1%	x	0%	-2%
CC(C)c1ccc(OCc2ccc(C(=O)N(C)C)o2)cc1	-3	10	-1.7%	-14	-5	0%	-32*	-4%	-1%
Cc1ccc(NC(=O)c2sc3nc[nH]c(=O)c3c2C)cc1C	2	2	-0.6%	-1	-5	-2%	4	0%	6%
COc1ccc(C(=O)COC(=O)CCn2c(C)csc2=O)c(OC)c1	x	x	x	-2	x	1%	x	-1%	3%
CCOc1cc(CN2CCN(C(=O)c3cccc4ccccc34)CC2)ccc1OC	1	0	0.0%	-13	11	-2%	8	-3%	u
CCN(CC)C(=O)CCC(=O)Nc1ccc(C(=O)OC)cc1	-6	2	-1.9%	-4	9	-7%	-3	8%	-8%
O=C1N(Cc2ccc(F)cc2Cl)c2ccccc2C12OCCCO2	-3	5	-0.5%	0	-2	-14%	5	-7%	-2%
CC(C)(C)c1ccc(NC(=O)C2=CC=CN3CCS(=O)(=O)N=C23)cc1	0	3	3.5%	1	15	1%	-8	8%	1%
O=C(CN1CCN(CCC(=O)Nc2ccccc2F)CC1)Nc1ccc(Cl)cc1	0	1	-2.8%	-3	8	2%	3	-5%	4%
CCOC(=O)c1c2c3c(cccc3n(C)c1=O)C(=O)c1ccccc1-2	9	2	4.7%	1	13	-4%	-1	-1%	5%
Cc1c(Cc2ccc3c(c2)OCO3)sc(NC(=O)C(C)(C)C)c1C#N	-6	-3	0.3%	-2	9	-7%	-22	-3%	-21%
Cc1onc(-c2ccccc2)c1-c1n[nH]c(=S)n1-c1ccccc1Cl	-5	-2	0.0%	-8	-9	2%	12	-3%	-6%
COc1ccc(Cl)cc1NC(=O)CSc1cccc[n+]1[O-]	x	x	x	-5	x	0%	x	-6%	-1%
Cc1ccc(NC(=O)c2ccc(NC(=O)CCS(=O)(=O)c3cccs3)cc2)cc1F	-2	3	4.8%	-12	5	3%	-12	-5%	-2%
COC(=O)Cc1c(C)c2ccc3c(c2oc1=O)CN(Cc1ccccc1Cl)CO3	1	7	12%	-1	15	1%	1	-4%	2%
CCN(CC(=O)Nc1cc(C)on1)CC(=O)Nc1ccccc1C(F)(F)F	-5	0	-1.2%	-3	6	-8%	0	0%	1%
CCOc1ccc2[nH]c(C(=O)N/N=C/c3ccc(OC)cc3)cc2c1	-9	1	-0.2%	-7	4	u	12	-5%	-23%
CC12CCC(=O)N1C(C(=O)NNC(=O)COc1ccccc1Cl)CS2 (stereo not given)	0	2	1.1%	-4	2	2%	2	-4%	-8%
O=C(CCNC(=O)c1ccc(Cl)cc1)NCC(c1ccco1)N1CCCC1 (stereo not given)	-2	1	-1.2%	-3	6	-4%	-1	-2%	u
CC1CN(C(=O)CSc2nnc(-c3ccncc3)n2-c2ccccc2)CC(C)O1 (stereo not given)	1	3	-0.1%	2	-7	-1%	-12	-4%	-1%
COC(=O)C1=C(C(=O)OC)[C@@H]2N(C)c3ccc(OC)cc3[C@@]23C[C@@H](C(=O)OC)N(C(=O)COCc2ccccc2)C3=N1	x	x	x	8	x	2%	x	-2%	-16%
COc1ccc(C2CC(c3cccs3)=NN2C(=O)CCCC(=O)O)cc1OC (stereo not given)	x	x	x	0	x	-7%	x	-3%	-10%
Cc1noc(C)c1CSc1nnc2scc(-c3ccc(Cl)cc3)n12	-4	0	0.5%	0	-17	1%	4	-2%	0%
CC1CCCCC1Nc1ncnc2sccc12 (stereo not given)	-5	9	0.6%	-4	14	6%	-14	-3%	4%
CCCCN=Cc1c(C)[nH]n(-c2ccccc2)c1=S	4	5	-2.5%	1	15	2%	17	-1%	u
COc1ccccc1-c1csc(Cc2nnc3n2CCCCC3)n1	1	2	-4.4%	-1	-6	-1%	-3	-3%	4%
O=C(NCc1cccnc1)C(=O)N/N=C/c1ccccc1[N+](=O)[O-]	2	-4	-0.6%	-19	0	-1%	1	-1%	-7%
Cc1cc(=O)oc2cc(OCC(=O)OCC(=O)Nc3ccc4ccccc4c3)ccc12	4	19	-2.3%	2&-3	x	-1%	-4	0%	6%
NC(=O)C1(N2CCCCC2)CCN(C(=O)Nc2ccc(F)cc2F)CC1	-1	3	-0.6%	-3	16	x	-2	x	x
CCCCn1c(N)c(Sc2ccc([N+](=O)[O-])cc2)c(=O)[nH]c1=O	-8	-1	-1.9%	-11	x	-1%	-12	-5%	2%
CCOC(=O)c1ccccc1NC(=O)c1cccc([N+](=O)[O-])c1	0	2	-1.4%	5	x	-6%	5	-1%	-6%
O=C(Nc1ccccc1)c1cccnc1N1CCOCC1	-4	1	-1.9%	-10	x	1%	-3	-6%	-10%
COc1ccc(-n2ncc3c(=O)n(CC(=O)N4c5ccccc5CC4C)cnc32)cc1 (stereo not given)	-2	8	1.6%	-3	-3	0%	6	-3%	1%
COc1ccc(NC(=O)CSC2CCCCC2)cc1	0	-2	-1.3%	4	-4	1%	-9	7%	-9%

Look-ups from above:
O=C(CN1CCN(CCC(=O)Nc2ccccc2F)CC1)Nc1ccc(Cl)cc1 | D1 ag: 1
CCOc1cc(CN2CCN(C(=O)c3cccc4ccccc34)CC2)ccc1OC | D2 potentiator: 11
CCN1C[C@@H]2[C@@H]3C(=O)N(Cc4ccccc4)C(=O)[C@@H]3[C@](C)(C1=O)N2C(=O)c1ccc(Cl)cc1 | Vif-A3G inh: 1%

Next records follow:
SMILES	D1 PAM	D1 ag	RXFP1 agonist	LDHA inh	D2 potentiator	Vif-A3G inh	D1 antagonist	Glioma ERSR ind	Vif-APOBEC3F blk
Cc1ccc(NC(=O)NC2CC(=O)N(c3ccc4c(c3)OCCO4)C2)cc1 (stereo not given)	1	1	1.7%	-3	20	1%	-2	-1%	9%
COc1ccc(Cn2nnnc2CN2CCC(c3nc4ccccc4s3)CC2)cc1	-6	10	2.4%	-1	1	1%	-9	-3%	-9%
COCOCCn1cc(CN2CCS(=O)(=O)N(Cc3ccc(-c4ccncc4)cc3)C(C(C)C)C2=O)nn1 (stereo not given)	x	x	x	-11	x	-4%	x	-4%	4%
Cc1ccc2[nH]c(-c3ccccc3)c(CN3CCOCC3)c(=O)c2c1	-2	2	1.0%	-3	-6	-1%	4	3%	-3%
O=C1NN(c2ccc(Cl)c(Cl)c2)C(=O)/C1=C/c1ccc(-c2ccccc2C(=O)O)o1	0	1	-0.3%	-14	3	1%	5	2%	0%
CCc1c(C)sc(NC(=O)Cc2ccccc2C)c1C(=O)N1CCOCC1	6	0	0.7%	-4	8	-4%	6	-5%	5%
Cc1ccc2[nH]c(=O)c(CN(Cc3ccco3)C(=O)N3CCOCC3)cc2c1	-1	-1	-0.9%	-8	10	-3%	-7	18%	-22%
CCOc1ccc(NC(=O)C2CCC(N3C(=O)C4CC=CCC4C3=O)CC2)cc1 (stereo not given)	-6	5	0.5%	1	14	4%	-3	-1%	2%
O=C1CC(c2ccccc2)C(C(=O)O)N1 (stereo not given)	x	1	1.2%	2	-9	1%	-8	-2%	-9%
CN1CCN(c2nc(-c3ccc(Cl)c(Cl)c3)nc3ccccc23)CC1	-3	3	2.3%	x	-16	x	8	x	x
O=C1CN(C(=O)COC(=O)c2ccc(Br)o2)c2ccccc2N1	x	x	x	-3	x	5%	x	-2%	-7%
Cc1ccc(NC(CC(=O)c2ccccc2)c2ccc(F)cc2)cc1 (stereo not given)	1	2	0.2%	2	-1	0%	2	-2%	-4%
CCOc1ccc(NC(=O)C2CCCCN2S(=O)(=O)c2ccccc2)cc1 (stereo not given)	-5	2	0.2%	-1	-3	-1%	-6	2%	-5%
COC(=O)[C@@]12CCCCN1[C@H](c1ccc(-c3cccc(Cl)c3)c(OC)c1)[C@@H]1C(=O)N(C)C(=O)[C@@H]12	-6	3	0.6%	2	13	-3%	-4	-4%	2%
CCOc1ccc(OCc2cccc(C(=O)N(CC)CC)c2)cc1	2	5	0.8%	-8	3	-3%	-15	-15%	4%
CC(=O)c1ccc(NC(=O)c2ccc(CN3C(=O)CCn4nc(C)cc43)cc2)cc1	-1	0	2.0%	-12	8	-1%	2	-2%	-1%
Cc1ccc2c(c1)nc(NCCO)n2C	-13	3	-0.4%	1	-9	-3%	-10	0%	-4%
Cc1nc(-c2nnc(SCC(=O)Nc3cc(C(F)(F)F)cc(C(F)(F)F)c3)n2C)cs1	0	0	-4.0%	-5	-7	-2%	12	-6%	2%
COc1ccccc1OCCC(=O)OCC(=O)Nc1cc(S(=O)(=O)N2CCOCC2)ccc1Cl	-8	6	1.1%	-1	-3	1%	-2	-1%	-3%
COc1ccc2c(c1)C1C=CCC1C(c1cc3c(cc1Br)OCO3)N2 (stereo not given)	x	x	0.7%	7	x	u	x	-1%	-7%
CN(C(=O)c1cccc(NC(=O)Cc2ccc(NC(=O)C3CCCN(S(=O)(=O)c4cccc([N+](=O)[O-])c4)C3)cc2)c1)C1CCC1 (stereo not given)	x	x	x	-9	x	6%	x	-1%	0%
CCOc1ccc(CC(=O)NCc2ccc3c(c2)CCN3C(C)=O)cc1OCC	0	2	1.6%	-5	19	-6%	0	0%	9%
CCCC#Cc1cnc2c(c1)C(=O)N([C@H](C)CO)C[C@@H](C)[C@@H](CN(C)C(=O)Nc1cccc(F)c1)O2	x	x	x	-10	x	-3%	x	-1%	u
Cc1ccccc1NC(=O)NCCc1c[nH]c2ccccc12	-3&-4	2&2	2.3%&-1.4%	-2&-3	6&-16	-5%&-2%	10&-12	7%&0%	9%&5%

A portion of the library (hit frequency here may not be typical).
